MCL1-BIM inh: inhibitors of MCL1 binding to BIM-BH3, primary screen, biochemical, fluorescence polarization. Induced myeloid leukemia cell differentiation protein Mcl-1 (Homo sapiens), Q07820. GST-MCL1 / FITC-Bim-BH3 fluorescence polarization. inhibition, % at 10.9 µM. 320,000 tested, 0.68% active;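 active = inhibition above the mean inhibition of all tested compounds plus 3 SD, set per campaign, cut at about 40% in these data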;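 also: 0% = DMSO wells and 100% = unlabeled Bim-BH3 peptide control; higher means more loss of mP so more displacement of Bim peptide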
Target sequence (Q07820 whole entry, looked up): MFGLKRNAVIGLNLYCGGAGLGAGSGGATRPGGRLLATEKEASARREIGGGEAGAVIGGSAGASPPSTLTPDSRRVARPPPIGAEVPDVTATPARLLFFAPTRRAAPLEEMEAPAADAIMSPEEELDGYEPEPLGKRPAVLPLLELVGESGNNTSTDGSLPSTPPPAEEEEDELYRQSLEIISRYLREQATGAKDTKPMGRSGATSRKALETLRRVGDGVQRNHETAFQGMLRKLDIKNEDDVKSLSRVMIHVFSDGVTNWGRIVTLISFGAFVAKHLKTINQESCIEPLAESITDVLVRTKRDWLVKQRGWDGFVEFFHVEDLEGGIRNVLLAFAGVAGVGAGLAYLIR
MEX-5 binding: MEX-5 zinc finger RNA-binding disruptors – biochemical, C. elegans, fluorescence polarization, MLPCN library, primary screen; activity score (negative = inhibition of binding), % at 10 µM; MEX-5/FITC-TCR2 RNA binding; stronger effect = lower value; 300,000 tested, 0.38% active;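 active = inhibition past about -25% in most replicates, and total fluorescence under double the plate's negative control median, limit read from the data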;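 also: 0% = DMSO and -100% = 5 µM competing unlabeled TCR2 RNA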
Target sequence (Q9XUB2 whole entry, looked up): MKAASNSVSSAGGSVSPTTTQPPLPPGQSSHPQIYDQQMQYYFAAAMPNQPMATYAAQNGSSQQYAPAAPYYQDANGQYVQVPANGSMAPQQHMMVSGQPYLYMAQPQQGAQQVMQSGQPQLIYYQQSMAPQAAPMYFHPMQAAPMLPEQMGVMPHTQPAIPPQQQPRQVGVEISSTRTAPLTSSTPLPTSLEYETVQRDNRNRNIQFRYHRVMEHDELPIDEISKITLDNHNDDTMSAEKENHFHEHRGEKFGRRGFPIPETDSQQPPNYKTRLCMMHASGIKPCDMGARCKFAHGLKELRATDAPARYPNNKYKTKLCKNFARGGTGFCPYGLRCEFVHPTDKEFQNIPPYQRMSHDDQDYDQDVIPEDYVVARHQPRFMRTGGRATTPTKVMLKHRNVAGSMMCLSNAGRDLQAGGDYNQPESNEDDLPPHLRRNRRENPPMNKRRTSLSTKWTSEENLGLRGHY
GRK2 inh: compounds blocking aptamer binding on GRK2 – biochemical, human GRK2, bead flow cytometry, HTS, primary screen. Beta-adrenergic receptor kinase 1 (Homo sapiens), P25098. FAM-aptamer displacement from GRK2. inhibition of aptamer binding, % at 10 µM. 330,000 tested, 0.59% active. AID 488847, 2010;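 active = inhibition of aptamer binding above 40%, roughly 3 SD of noise, on plates passing a quality check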;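 also: median bead fluorescence of bound FAM aptamer so fluorescent compounds give negative values; no value below 0 was filed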
Bcl-xL primary: inhibitors of human Bcl-xL, primary screen, biochemical, fluorescence polarization, HTS; inhibition, % at 10.9 µM; AID 2129, 2009; GST-Bcl-xL / FITC-Bim BH3 peptide fluorescence polarization; 320,000 tested, 0.7% active;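 active = inhibition above the mean of all tested compounds plus 3 SD, cutoff set per campaign, cut at about 30% in these data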;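 also: 0% = DMSO wells and 100% = unlabeled Bim-BH3 peptide competitor; inhibitors lower millipolarization by displacing the labeled peptide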
Target sequence (Q07817 whole entry, looked up): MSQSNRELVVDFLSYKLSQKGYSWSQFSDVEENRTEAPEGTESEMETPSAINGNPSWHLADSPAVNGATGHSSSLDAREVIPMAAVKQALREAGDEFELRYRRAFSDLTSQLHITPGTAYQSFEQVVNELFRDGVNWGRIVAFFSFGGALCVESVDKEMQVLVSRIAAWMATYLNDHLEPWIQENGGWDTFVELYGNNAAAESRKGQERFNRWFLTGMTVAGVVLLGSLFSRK
GLD-1 RNA inh: GLD-1/TGE RNA complex disruptors, primary screen, biochemical, fluorescence polarization | Female germline-specific tumor suppressor gld-1 (Caenorhabditis elegans), Q17339 | purified GLD-1 + fluorescein TGE RNA | inhibition, % at 5.96 µM | 320,000 tested, 0.44% active;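 active = percent inhibition above a per-plate cutoff, the plate mean of test compounds plus 3 SD, cut at about 30% in these data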;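 also: 0% = DMSO wells with GLD-1 and probe and 100% = wells lacking GLD-1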
AGP1-GFP MLPCN: modulators of AGP1-GFP expression in yeast TOR pathway, primary screen, cell-based, multiplex flow cytometry, S. cerevisiae, MLPCN library. 3 h; GFP as percent of DMSO wells. GFP response vs DMSO, % at 10 µM. 320,000 tested, 0.02% active;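 active = GFP response relative to DMSO above a set limit, near screen average plus 3 SD, cut at about 150% in these data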;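 also: median GFP channel fluorescence of the gated AGP1 strain per well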
CIT2 TOR yeast: modulators of CIT2-GFP expression in yeast, primary screen, S. cerevisiae, GFP fusion, multiplex flow cytometry, MLPCN library; S. cerevisiae CIT2-GFP strain, 3 h; 100 means same as DMSO wells; 320,000 tested, 0.065% active; GFP response vs DMSO, % at 10 µM;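 active = GFP response relative to DMSO above a set limit, near the screen mean plus 3 SD, cut at about 150% in these data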;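 also: ratio of well median GFP fluorescence to mean of DMSO wells on the plate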
VLA-4 inh: inhibition in human VLA-4 binding assay, primary screen, VLA-4 allosteric modulator project, MLPCN library, flow cytometry, VLA-4 expressing cells | Integrin alpha-4 (Homo sapiens), P13612 | ligand binding flow cytometry | inhibition, % (about 7 µM as worked out from the volumes in the protocol) | 330,000 tested, 0.2% active; in the data active = inhibition above about 50%
CR mimetic SO: reduction of superoxide in aged yeast, primary screen, HTS. S. cerevisiae aged cells, superoxide DHE fluorescence; stronger effect = lower value. superoxide response (% of plate mean), % at 10 µM. 330,000 tested, 0.18% active. AID 2690, 2010;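 active = superoxide response under a set limit, about three screen SD below normal, cut at about 65% in these data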;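 also: yeast aged for seven days with compound at 30 °C before DHE staining; 100% = average MFI of all compound-treated wells on the plate with controls excluded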
Active calls of the source: *; x = not tested or not shown.

SMILES	MCL1-BIM inh	MEX-5 binding	GRK2 inh	Bcl-xL primary	GLD-1 RNA inh	AGP1-GFP MLPCN	CIT2 TOR yeast	VLA-4 inh	CR mimetic SO
CCCN(C(=O)CSc1nnc(-c2ccoc2C)n1N)C1CCS(=O)(=O)C1 (centres undefined)	1.2	-1.9	1.0	8.4	2.1	95.6	88.5	0.0	89.5
Brc1cc2c(cc1CSc1ncccn1)OCO2	-2.0	0.2	1.0	5.6	-17.3	105.7	99.0	6.6	87.6
Nc1nc(Nc2ccc(Cl)cc2Cl)nc(C(F)(F)F)n1	-7.5	x	1.0	1.1	8.0	99.8	102.2	7.4	106.2
Cn1cc(C(=O)Nc2ccc(F)c(Cl)c2)cn1	-4.4	0.6	2.0	3.8	-3.8	97.9	103.7	4.6	100.2
CS(=O)(=O)c1ccc(C(=O)NNC(=O)c2cc(-c3ccccc3)n[nH]2)cc1	x	x	3.0	x	1.6	97.3	105.6	4.2	104.6
CCOC(=O)c1sc(=NC(=O)c2c(F)cccc2F)n(C)c1C	-2.1	3.4	1.0	-6.6	7.1	87.5	93.7	-15.9	87.0
CC(=O)c1cccc(CN2CCCC(CCC(=O)NCc3ccccc3F)C2)c1 (centres undefined)	-0.9	x	0.0	-0.1	5.4	99.1	103.8	1.4	97.1
Cc1cc(N(C)Cc2ccccc2)nc2cc(O)ccc12	-7.0	1.0	0.0	-4.9	4.7	88.4	97.3	-2.9	95.9
CN1CCN(C(=O)C2=C[C@H](c3coc4ccccc4c3=O)C[C@H](OCCCCO)O2)CC1	8.9	0.4	0.0	1.2	12.2	93.4	117.7	-7.3	98.9
COCCNC(=O)C(c1ccc(C)o1)N(C(=O)c1snc(C(N)=O)c1N)c1cccc(C)c1 (centres undefined)	1.2	-1.8	2.0	8.8	1.4	104.1	96.6	7.3	98.2
Cc1cc(NC(=O)CSc2[nH]c(=O)cc(C(F)(F)F)c2C#N)no1	-0.8	x	0.0	4.3	2.8	104.0	89.9	0.0	97.8
CC(=O)c1cccc(NC(=O)CNC(=O)Cc2cccc3ccccc23)c1	x	x	1.0	x	3.5	98.8	119.3	0.6	88.5
CN1CCN(S(=O)(=O)c2cccc(C(=O)N3CCN(c4ccccc4F)CC3)c2)CC1	-19.3	x	9.0	-12.6	3.1	106.8	111.3	14.2	85.9
c1csc(Cn2nnnc2CN2CCN(c3nc4ccccc4s3)CC2)c1	-1.1	1.1	0.0	-1.1	-1.8	101.2	99.3	-0.8	92.6
Cc1onc(-c2ccccc2)c1C(=O)N1CCCSC1=Nc1ccccc1	-1.5	-0.3	0.0	4.3	-3.2	104.0	98.9	7.9	103.2
Cc1cccc(C)c1OCc1cc(C(=O)N2CCN(c3ccc(F)cc3)CC2)no1	1.4	-0.8	0.0	1.8	1.4	103.1	109.3	-4.2	116.5
CCCCOc1ncnc2c1[nH]c1ccc(C)cc12	3.7	-1.1	0.0	7.8	-0.3	100.0	102.6	-9.5	87.3
CCCN(C(=O)c1cn(CC)c2nc(C)ccc2c1=O)c1c(N)n(Cc2ccccc2)c(=O)[nH]c1=O	-2.3	-5.1	2.0	-4.4	0.3	94.6	88.9	-4.6	95.1
CC(NCc1cccs1)C(=O)Nc1cc(Cl)cc(Cl)c1 (centres undefined)	4.6	-5.1	0.0	5.3	1.9	19.4	97.9	-3.5	102.5
CCCC(=O)Nc1nn(CC(C)C)c2nc3cc(C)ccc3cc12	-13.9	2.4	0.0	-10.7	-7.2	106.1	105.0	1.4	92.3
COc1ccc(-c2c(C)nn(-c3ccccc3)c2N)cc1OC	1.6	-0.3	0.0	3.5	1.7	96.5	97.6	4.5	106.6
CN(C(=O)CSC1=NCCS1)c1ccccc1	0.0	-1.4	2.0	2.4	-1.0	94.7	99.3	9.3	98.4
CCc1c(C)nc2c(-c3ccccc3OC)c(C)[nH]n2c1=O	2.5	-0.9	0.0	2.1	2.4	101.2	98.2	12.9	95.2
CC1(C)NC(=O)N(CCC(=O)Nc2cc(C(F)(F)F)ccc2Cl)C1=O	x	x	0.0	x	2.4	94.4	82.2	9.0	111.2
CC(=O)NCc1ccc(-c2csc(N)n2)s1	6.5	-2.0	3.0	10.3	5.7	108.4	109.0	-3.2	96.2

SMILES	MCL1-BIM inh	MEX-5 binding	GRK2 inh	Bcl-xL primary	GLD-1 RNA inh	AGP1-GFP MLPCN	CIT2 TOR yeast	VLA-4 inh	CR mimetic SO
NC1=C([N+](=O)[O-])C(c2ccccc2)C2=C(CCCC2=O)O1 (centres undefined)	-4.6	-1.5	0.0	-6.4	1.5	96.4	102.8	3.7	115.7
C=CCn1c(CSc2nc3ccccc3s2)nnc1SCC(=O)NCCN1CCOCC1	-4.9	-2.2	0.0	-1.9	2.0	103.4	100.0	14.5	102.8
NC(=O)c1sc2nc3c(c(-c4ccco4)c2c1N)CCCC3	3.2	-1.9	4.0	11.4	2.3	94.0	100.7	0.8	103.9
Fc1ccc(Cn2nnc3ccccc32)cc1	-9.1	1.2	1.0	1.2	2.6	92.8	94.6	-0.2	64.1*
CN(Cc1ccccc1)c1ncnc2ccc(Br)cc12	0.1	-0.4	0.0	6.3	3.8	97.1	98.8	0.3	91.6
NC(=O)CSc1nc2scc(-c3ccco3)c2c(=O)n1-c1ccccc1	19.5	0.3	11.0	11.2	0.8	104.1	104.1	-38.2	87.0
CCOC(=O)C(C(C)=O)C(c1ccc(OCCC(C)C)cc1)C(C(C)=O)C(=O)OCC (centres undefined)	6.8	0.6	1.0	4.0	2.2	104.7	109.2	-20.2	107.8
COc1ccc(C(NCC(=O)Nc2c(C)cccc2C)c2ccccc2)cc1 (centres undefined)	2.0	1.3	0.0	3.1	2.2	98.6	101.8	5.0	86.2
O=C(Nc1nc(-c2ccccn2)cs1)c1cc(S(=O)(=O)N2CCOCC2)ccc1F	12.9	x	0.0	8.6	-1.5	101.1	94.5	-23.8	111.0
O=C(NCc1ccc2c(c1)OCO2)c1cc(-c2ccccc2Cl)on1	5.5	-2.0	0.0	0.0	-1.1	98.0	88.9	-0.8	108.9
O=C(COc1ccc(Br)cc1)OCC(=O)N1CCOCC1	x	x	3.0	x	3.3	97.6	109.4	-0.9	107.0
CCC(C)c1ccc(NC(=O)c2cccs2)cc1 (centres undefined)	-3.7	1.2	0.0	0.8	3.8	95.2	88.8	7.3	97.5
O=C(Oc1cccc([N+](=O)[O-])c1)C1CCN(C(=O)c2ccc(F)cc2)CC1	1.4	-3.2	3.0	2.2	4.2	108.0	109.7	-12.3	101.2
COc1ccccc1P(=O)(c1ccccc1)c1ccccc1NC(C)=O (centres undefined)	6.5	1.5	2.0	3.3	3.9	102.4	100.6	8.7	77.7
O=C(c1cc2cc(Br)ccc2o1)N1CCN(c2ccccc2)CC1	1.2	-6.7	0.0	5.1	-2.9	99.5	91.2	16.7	120.8
C=CCn1c(SC)nnc1C1COc2ccccc2O1 (centres undefined)	-19.4	-0.5	0.0	-11.6	-0.6	94.1	92.9	9.4	143.3
O=C(NC1CCN(C(=S)NCc2ccco2)CC1)c1cccc(F)c1	-1.0	0.9	0.0	0.6	-0.5	101.4	96.6	11.1	83.5
COc1ccc(NC(=O)CN2C(=O)NC(C)(c3ccccc3)C2=O)cc1Cl (centres undefined)	-0.5	-1.2	2.0	-0.3	0.8	97.0	101.4	3.4	91.0
Cn1nnnc1SCC(=O)NCCCc1ccccc1	-1.2	-0.4	2.0	-3.9	0.6	103.3	110.1	-1.1	94.0
O=S1(=O)[C@H]2C[C@@H]3C=C[C@@]2(CN1Cc1cccc(Cl)c1)O3	9.7	2.8	0.0	9.2	-1.6	93.8	97.5	26.7	98.2
CC(=O)Nc1ccc(Nc2nc(C)cc(C)n2)cc1	3.1	3.0	x	-0.7	0.3	91.8	104.5	-1.9	103.7
COc1ccc(S(=O)(=O)N2CCOCC2)cc1NC(=O)CN1C(=O)NC(C)(C2CC2)C1=O (centres undefined)	-17.3	x	4.0	-11.5	-6.5	100.5	104.8	-1.6	74.3
COc1ccc(S(=O)(=O)Nc2ccc(S(=O)(=O)Nc3ccc(F)cc3)cc2)cc1C	6.3	2.4	2.0	3.4	-0.6	x	94.1	7.0	105.9
COc1ccccc1NC(=O)CSC1=NCCN1	-4.3	x	2.0	-2.2	-0.7	103.2	97.3	-10.2	96.4
CCN(CC)c1ncnc2sc3c(c12)CCC3	-5.7	-2.9	0.0	-0.8	-3.3	86.0	75.6	-1.4	85.2

SMILES	MCL1-BIM inh	MEX-5 binding	GRK2 inh	Bcl-xL primary	GLD-1 RNA inh	AGP1-GFP MLPCN	CIT2 TOR yeast	VLA-4 inh	CR mimetic SO
O=C(Oc1coc(CSc2nnc(NC(=O)C3CC3)s2)cc1=O)c1c(F)cccc1F	13.6	-1.6	2.0	3.1	3.0	101.4	105.9	-5.1	103.3
Nc1cccn2c(-c3ccc(Cl)c(Cl)c3)cnc12	-5.4	0.7	0.0	4.1	1.2	97.9	108.2	-3.7	110.1
CC(C)(C)C(=O)/C(=C/c1ccncc1)n1cncn1	-5.0	0.7	0.0	1.2	-11.2	100.7	101.7	11.6	93.5
COC(=O)c1ccc2nc(C3CCCCC3)c3c(c2c1)CCC3	6.0	-1.3	0.0	2.0	1.9	78.2	82.0	1.5	101.1
COc1ccc(/C=C/C(=O)N2c3ccccc3Sc3ccc(C(F)(F)F)cc32)cc1	15.8	-1.8	2.0	6.0	0.1	90.1	96.2	-5.2	87.1
CC(NC(=O)CSc1nc2c(c(C(F)(F)F)n1)CCc1ccccc1-2)c1ccccc1 (centres undefined)	10.8	0.1	0.0	4.8	-2.3	105.5	109.2	-4.1	112.5
O=C(Cc1cccs1)Nc1ccc(S(=O)(=O)Nc2ncccn2)cc1	21.1	x	4.0	1.9	-10.8	97.5	110.8	9.4	105.1
COc1ccc(Cl)cc1C(=O)N/N=C/c1ccc(N2CCOCC2)cc1	-4.2	-2.6	0.0	-1.4	-6.3	102.9	93.1	-16.7	100.7
O=C(Cc1ccc(-n2c(=O)[nH]c3ccsc3c2=O)cc1)N1CCN(c2ccc(Cl)cc2)CC1	2.3	0.2	0.0	1.4	4.6	95.6	90.7	-1.0	68.8
O=C(Nc1nccs1)C(NS(=O)(=O)c1ccc(Br)s1)c1ccccc1 (centres undefined)	8.6	-1.4	0.0	-0.8	3.9	88.9	91.0	6.0	98.9
COc1cc2cc(CN(Cc3cccnc3)C(=O)Nc3ccccc3F)c(=O)[nH]c2cc1OC	-5.9	0.8	1.0	1.3	-1.0	98.6	98.8	-7.3	95.5
Cc1cc(NS(=O)(=O)c2ccc(NC(=S)NC(=O)c3ccc(C(C)(C)C)cc3)cc2)no1	3.2	2.6	4.0	3.8	6.5	102.8	107.7	7.8	100.1

Screening results: PubChem BioAssay, several laboratories
